Compound activity (PubChem BioAssay)
Siah-1 displacement: Siah-1 peptide-binding antagonists, primary screen, biochemical, fluorescence polarization, rhodamine-plectin, uHTS (AID 1817); E3 ubiquitin-protein ligase SIAH1 (Homo sapiens); Siah-1 / rhodamine-plectin peptide fluorescence polarization; higher % means a stronger effect; displacement, % at 20 µM; hits with a dose series show IC50 in µM; hit rate 0.02% among 290,000;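 active means displacement of at least 50% at 20 µM, with a fluorescence ratio check between 0.3 and a set limit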;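 further: plate controls were Siah plus tracer with DMSO for no effect and tracer alone without Siah for full effect; strong numbers were not always called active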
Dengue-2 NS5 capping: Dengue-2 NS5 methyltransferase inhibitors, primary screen, biochemical, confirmation dose response (AID 588689); Dengue-2 NS5 methyltransferase capping enzyme assay, biochemical; higher % means a stronger effect; inhibition, % at 25 µM, or IC50 in µM where a hit was titrated; hit rate 0.3% among 340,000; in the data active means a potency from the dose series; inconclusive means inhibition above about 29% without an active follow-up result
UTI89 phage lysis: inhibition of K1F phage lysis, E. coli UTI89, bacterial capsule biogenesis inhibitors, alamar blue (AID 488966) | hit rate 0.02% among 340,000 | inhibition, % at 100 µM, or IC50 in µM where a hit was titrated | E. coli UTI89 K1F phage lysis, alamar blue, 2 h; higher % means a stronger effect;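 active means phage lysis inhibition, versus mean bacterial control, above a set limit; inconclusive means no clear call, values can overlap the other calls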;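 further: capsule biogenesis inhibitors block K1F phage lysis so surviving cells raise fluorescence; higher fluorescence means more inhibition of phage lysis; actives were called in the ten point dose series up to 300 µM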
Rac1 GTP hydrolysis: MgcRacGAP GTPase-activating activity inhibitors, confirmation, biochemical, ADP Hunter fluorescence. hit rate 0.6% among 340,000. AID 624330, 2012. Rac GTPase-activating protein 1 (Homo sapiens). inhibition, % at 30 µM, or IC50 in µM where a hit was titrated. MgcRacGAP-stimulated Rac1 GTP hydrolysis, ADP Hunter fluorescence; higher % means a stronger effect; GST-tagged Rac1 F28L mutant substrate;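 active means first-screen hits whose inhibition reached a set limit at any dose in the follow-up dose series; inconclusive means inhibition above the set first-screen limit but never retested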;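 further: fluorescence reports GDP produced by GAP-driven GTP hydrolysis; strong numbers were not always called active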
RSV CPE inhibition: RSV antiviral activity via CPE protection, HEp-2 cells, primary 10 µM value included (AID 2391). hit rate 0.13% among 310,000. HEp-2 cells, RSV-induced CPE inhibition; higher % means a stronger effect. CPE inhibition, % at 10 µM, or IC50 in µM where a hit was titrated; in the data active means a potency from the dose series; inconclusive means CPE inhibition mostly from about 23% at the one dose, without a potency; inactive means the rest, 99 in 100 with CPE inhibition below about 21%; further: strong numbers were not always called active
West Nile antiviral: West Nile virus antiviral activity, cell-based, CPE readout (AID 1621); West Nile virus-infected cells, CPE inhibition; higher % means a stronger effect; CPE inhibition, % at 10 µM; hits with a dose series show IC50 in µM; hit rate 0.02% among 290,000; in the data active means a potency from the dose series; inconclusive means CPE inhibition mostly from about 3.7% at the one dose, without a potency; inactive means the rest, 99 in 100 with CPE inhibition below about 2.2%; further: strong numbers were not always called active
NTR1 ag: agonists of NTR1, primary screen, imaging, U2OS cells, beta-arrestin-GFP, high content (AID 493036) | NTR1-U2OS beta-arrestin-GFP spot imaging, agonist mode | activation, % at 20 µM | hit rate 0.17% among 330,000;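 active means activation at or above 40% of the spot to cytoplasm intensity ratio, with at least 20 cells analyzed; inconclusive means wells under 20 cells, flagged as cytotoxic or low count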;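 further: 0% = DMSO without peptide and 100% = 100 nM NTR1 peptide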
Target sequence (P30989 whole entry, looked up): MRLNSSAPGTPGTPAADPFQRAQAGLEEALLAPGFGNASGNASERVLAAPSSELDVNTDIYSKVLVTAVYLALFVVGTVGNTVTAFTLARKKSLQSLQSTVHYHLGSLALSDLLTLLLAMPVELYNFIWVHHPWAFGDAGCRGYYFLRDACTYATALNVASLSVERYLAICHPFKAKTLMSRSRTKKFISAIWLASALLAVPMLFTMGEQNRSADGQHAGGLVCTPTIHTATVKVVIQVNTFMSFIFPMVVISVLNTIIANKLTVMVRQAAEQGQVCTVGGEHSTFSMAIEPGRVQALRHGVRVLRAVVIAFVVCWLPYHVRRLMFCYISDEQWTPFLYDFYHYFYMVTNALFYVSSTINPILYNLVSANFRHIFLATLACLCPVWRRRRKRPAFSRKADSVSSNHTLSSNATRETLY
AID2073: inhibitors of Mint1-CaV2.2 protein interaction, biochemical, HTRF (AID 2073); Voltage-dependent N-type calcium channel subunit alpha-1B (Homo sapiens); HTRF protein-protein interaction, Mint1-CaV2.2; higher % means a stronger effect; inhibition, % at 20 µM, or IC50 in µM where a hit was titrated; hit rate 0.19% among 290,000; in the data active means inhibition mostly above about 51%, no sharp cut-off; inconclusive means no clear call, values can overlap the other calls; inactive means mostly below about 53%; further: some results filed as inactive read as strong as hits
Large T inhibition: SV40 large T antigen inhibitors, biochemical (AID 1903); SV40 large T antigen ATPase/helicase inhibition assay; higher % means a stronger effect; inhibition, % at 20 µM, or IC50 in µM where a hit was titrated; hit rate 0.39% among 310,000; in the data active means a potency from the dose series; inconclusive means inhibition mostly from about 32% at the one dose, without a potency; inactive means the rest, 99 in 100 with inhibition below about 32%; further: strong numbers were not always called active
NTR1 ag cell count 20 µM: also measured in NTR1 ag; calls as there; cell count; measured here: cell count, cytotoxicity flag
Dengue-2 NS5 capping pilot replicate: also measured in Dengue-2 NS5 capping; calls as there; inhibition, %; measured here: pilot screen replicate inhibition
An asterisk follows results filed as active; ? = inconclusive; nt = no result given; [ ] = dose if it differs, or a comment.

SMILES	Siah-1 displacement	Dengue-2 NS5 capping	UTI89 phage lysis	Rac1 GTP hydrolysis	RSV CPE inhibition	West Nile antiviral	NTR1 ag	NTR1 ag cell count 20 µM	AID2073	Large T inhibition	others
COC1CCN(C(=O)CC2C(=O)NCCN2CC2CCCCC2)CC1 (stereo unspecified)	9.6%	-0.8%	1.3%	3.0%	0.1%	0.5%	-0.3	55	4.4%	22.8%
COc1ccccc1-c1ccc(SCc2ccc(C)cc2)nn1	11.4%	-3.0%	0.2%	8.7%	?	-1.1%	6.3	53	11.6%	7.1%
CCOc1ccc(S(=O)(=O)Nc2cccnc2)cc1	0.1%	0.0%	-0.2%	6.6%	0.5%	-0.5%	-3.0	55	9.8%	-5.6%
O=CNc1ccc(S(=O)(=O)NCc2ccccc2)cc1	1.8%	-1.6%	0.8%	7.4%	1.7%	0.0%	-2.0	69	3.9%	23.1%
COc1ccc2nc(SCC(=O)Nc3c(C)cc(C)cc3C)[nH]c2c1	9.0%	-14.0%	1.8%	5.3%	1.6%	-1.6%	-1.1	92	-3.8%	-1.2%
COc1ccc(N2CCN(C(=O)CCCCCn3c(=S)[nH]c4cc5c(cc4c3=O)OCO5)CC2)cc1	7.1%	-7.1%	1.0%	10.4%	0.8%	0.3%	-0.4	64	33.6%	14.5%
CC(C)C(C)(C#N)NC(=O)CSc1nc2scc(-c3ccc(F)cc3)c2c(=O)n1Cc1ccccc1 (stereo unspecified)	5.7%	-5.2%	0.3%	6.4%	-0.9%	-0.5%	1.3	41	13.2%	2.6%
CC(C)CN1C(=O)/C(=C(/C#N)C(=O)NC2CCCCC2)c2ccccc21	-1.8%	-3.0%	-0.3%	15.0%	9.7%	-1.6%	1.1	49	15.8%	15.6%
CCCc1c(C(=O)Nc2ccc(N3CCOCC3)cc2)cnn1-c1ccccc1	-4.5%	-4.7%	0.1%	9.8%	1.2%	-0.6%	0.2	61	-30.6%	-14.4%
c1ccc(-c2ncc3ccccn23)cc1	-3.3%	1.5%	0.6%	12.0%	3.3%	0.0%	0.0	57	4.1%	10.1%
Cc1cccc(NC(=O)CSc2nc3ccccc3c3nc(CCc4c(C)n[nH]c4C)nn23)c1	0.5%	-6.5%	-0.3%	-4.3%	12.0%	1.3%	0.7	84	48.8%	3.4%
COc1cc(CNn2nnnc2N)cc(Br)c1OCc1c(Cl)cccc1Cl	-0.8%	-1.4%	-0.5%	-8.4%	5.3%	0.8%	22.7	75	6.5%	5.7%
Cc1ccsc1C(=O)OCC(=O)c1cc(C)n(CC2CCCO2)c1C (stereo unspecified)	1.9%	-4.9%	0.1%	4.5%	1.1%	-1.0%	-1.0	82	-3.7%	36.8%
CC1(NC(=O)Cc2ccc(S(=O)(=O)N3CCOCC3)s2)CCS(=O)(=O)C1 (stereo unspecified)	nt	-7.4%	-1.3%	8.7%	-2.5%	nt	0.6	57	nt	5.2%
CC1CCCN(S(=O)(=O)CCNC(=O)c2ccccc2)C1 (stereo unspecified)	nt	6.5%	0.8%[50 µM]	3.1%	-1.7%	nt	0.0	55	nt	9.6%
Cc1nc2c(C(=O)N3CCCC3)cnn2c(C)c1Cc1c(F)cccc1Cl	2.0%	-2.8%	2.5%	3.1%	3.5%	-0.7%	0.5	60	9.9%	-1.7%
CCNC(=O)n1nccc1C(C)Oc1cccc(C(F)(F)F)c1 (stereo unspecified)	-0.8%	-1.4%	0.7%	2.7%	-0.8%	0.0%	-1.8	92	21.3%	5.9%
CNC(=S)/N=C(/Nc1ccccc1)c1ccccc1	2.3%	2.2%	0.4%	2.9%	2.6%	-0.1%	-0.9	63	59.9%*	8.9%
Cc1cc(/C=C(\C#N)C(=O)O)c(C)n1-c1ccc(Br)cc1	11.8%	5.3%	-0.1%	9.9%	?	0.0%	0.7	53	5.3%	19.5%
COC(=O)c1sc2cc([N+](=O)[O-])cc(SCC(C)C)c2c1N	21.7%	-3.2%	2.1%[50 µM]	4.8%	0.5%	-0.6%	4.6	59	4.4%	10.4%
O=C(Nc1ccc(O)cc1)C1CCCN1S(=O)(=O)c1ccc(F)cc1 (stereo unspecified)	0.4%	-4.3%	-2.1%	28.3%	2.7%	-0.6%	-0.7	61	-4.0%	23.4%
CCOc1ccc(CCNC(=O)COC(=O)c2ccc(F)c(S(=O)(=O)N3CCOCC3)c2)cc1OCC	nt	-4.4%	1.7%[50 µM]	5.1%	-1.2%	nt	1.2	62	nt	15.2%
O=CN1CCN(S(=O)(=O)c2ccc(Cl)c(C(=O)O)c2)CC1	-4.2%	-3.0%	0.1%	6.1%	2.5%	0.3%	-0.8	37	1.6%	21.8%
Cc1nc(C(C)NC(=O)CCc2nnc(CCCc3ccccc3)o2)c(C)s1 (stereo unspecified)	6.4%	2.2%	-0.1%	3.9%	0.0%	-1.0%	-0.4	33	-0.7%	1.3%
O=C(COC(=O)c1ccc(O)cc1O)Nc1nnc(-c2ccccc2)o1	nt	-8.0%	0.9%[50 µM]	7.3%	1.3%	nt	0.3	56	nt	16.9%
Cc1ccc(F)cc1NCC(=O)Nc1ccc(Br)cc1	6.9%	13.8%	0.3%	2.0%	19.4%	-0.7%	1.1	52	-1.2%	5.4%
Cc1ccc(C)c(NC(=O)C2C3CCCC2C3c2ccccc2)c1 (stereo unspecified)	1.6%	8.3%	2.7%	15.0%	0.4%	-0.3%	-0.8	59	-3.7%	5.9%
CN(C(=O)CSc1nnc(-c2ccc(F)cc2)n1C)C1CCS(=O)(=O)C1 (stereo unspecified)	nt	-3.7%	0.9%[50 µM]	6.2%	nt	nt	-1.0	62	nt	nt
COc1cccc(-c2c(-c3cc(OC)cc(OC)c3)n(C)c3ccc(-c4cnc(OC)nc4)cc23)c1	nt	0.8%	1.0%	5.7%	-1.5%	nt	1.2	65	nt	nt
O=C(CN1C(=O)NC2(CCCCC2)C1=O)N1CCN(S(=O)(=O)c2cccc([N+](=O)[O-])c2)CC1	nt	5.2%	1.6%[50 µM]	0.9%	0.2%	nt	-0.1	49	nt	nt
O=C(Nc1ccc(F)cc1F)Nc1ccc(F)cc1F	1.9%	-7.3%	-0.1%	5.0%	8.2%	0.0%	-0.8	61	10.6%	-3.4%
CC(NC(=O)/C=C/c1ccc(Br)cc1)c1ccc(Cl)cc1 (stereo unspecified)	3.2%	2.7%	0.1%	7.2%	-0.7%	-0.3%	1.2	86	-5.3%	2.2%
CCN(CC)CCNC(=O)C(C(=O)c1ccccc1)n1ccccc1=O (stereo unspecified)	2.5%	-5.7%	0.3%	7.3%	-0.1%	-0.3%	1.4	59	-4.2%	18.0%
CCC1(c2ccccc2)NC(=O)N(CC(=O)NNC(=O)CCN2CCN(c3ccccc3)CC2)C1=O (stereo unspecified)	nt	-6.5%	1.6%[50 µM]	3.3%	-0.1%	nt	1.2	52	nt	14.5%
O=C(N/N=C/c1ccco1)c1csc2c1CCCC2	-3.4%	5.4%	-0.5%	0.6%	2.3%	0.0%	2.3	45	-16.5%	9.7%
COc1ccc(S(=O)(=O)n2cnc3ccccc32)cc1OC	1.7%	0.0%	0.3%	4.9%	1.1%	-0.7%	-0.8	77	8.7%	6.5%	Dengue-2 NS5 capping pilot replicate=-2.7
COc1ccccc1CCNC(=O)C(=O)NCC1OCCN1S(=O)(=O)c1ccc(Cl)cc1 (stereo unspecified)	5.9%	1.4%	-0.5%	9.1%	1.0%	-1.3%	5.8	54	17.5%	5.3%
Cc1nc(N)c(C#N)c(-c2ccccc2Cl)c1C	9.6%	2.8%	0.2%	1.5%	7.2%	-0.1%	0.2	37	0.0%	9.4%
O=C(C1CCN(Cc2ccc(F)cc2)CC1)N1CCN(C/C=C/c2ccccc2)CC1	-0.1%	0.0%	-0.9%	15.8%	-1.5%	-0.8%	-1.7	73	-3.2%	24.0%
c1ccc(CSc2ccc3nnc(-c4ccccn4)n3n2)cc1	-3.5%	-2.2%	0.3%	11.6%	2.7%	-0.7%	7.7	57	4.4%	-2.7%
N#C/C(=C\c1cc(Br)ccc1F)C(=O)NC1CC1	7.7%	-18.7%	-0.1%	21.8%	0.6%	-0.9%	2.5	33	6.2%	1.9%
O=C(CN(CC1CCCO1)C(=O)CNS(=O)(=O)c1ccccc1)NCc1ccco1 (stereo unspecified)	-2.6%	-11.7%	-0.6%	6.8%	0.2%	0.0%	-0.6	52	-4.0%	18.4%
C=C(C)CC(Nc1ccc(OC)cc1)c1ccco1 (stereo unspecified)	-0.8%	nt	0.3%	5.0%	-0.2%	0.9%	-1.3	33	-5.6%	16.1%
Cc1ccc(NC(=O)C(=O)NCCCN2CC(C(=O)O)CC2=O)cc1 (stereo unspecified)	-3.5%	-2.4%	0.2%	7.2%	1.3%	-0.5%	0.5	38	-5.0%	-2.7%
CC(C)c1ccc(NC(=O)Cn2ncc3ccccc32)cc1	12.5%	-0.7%	-0.9%[50 µM]	5.6%	7.8%	0.0%	-1.0	91	-13.4%	2.5%
COc1cccc(NC(=O)c2ccc(NCCCN3CC(C)CC(C)C3)c([N+](=O)[O-])c2)c1 (stereo unspecified)	-2.1%	-1.5%	0.4%	-1.4%	nt	-0.4%	nt	nt	-4.2%	10.4%
Cc1cc(C)c2cc(C#N)c(SCC(=O)NCc3ccco3)nc2c1	1.9%	8.8%	0.8%	9.6%	5.6%	nt	-0.8	47	25.6%	29.5%
CC(=O)c1sc(=S)n(-c2ccc(Cl)cc2)c1C	-3.4%	-11.8%	0.2%	5.1%	-2.0%	0.1%	-0.5	91	20.8%	7.0%
O=C(O)Cc1ccc(NC(=S)NCc2ccco2)cc1	-5.6%	1.4%	1.5%	1.8%	1.6%	0.0%	2.9	72	-5.6%	-3.8%
Cc1cccc(C(=O)N2CCC(=O)N(C(COCc3cccc(C(F)(F)F)c3)Cc3ccccc3)CC2)c1 (stereo unspecified)	-0.1%	-4.1%	-0.8%	6.9%	5.3%	2.9%	7.3	66	17.7%	7.4%
CN(C(=O)COC(=O)CNC(=O)c1cccs1)c1c(N)n(Cc2ccccc2)c(=O)[nH]c1=O	nt	-2.9%	0.2%[50 µM]	5.3%	0.3%	nt	-0.5	55	nt	nt
COC(=O)Nc1ccc(S(=O)(=O)N2CCC(C)CC2)cc1	-0.3%	-2.4%	7.2%	-1.5%	0.7%	-1.1%	1.8	66	-4.7%	3.9%
O=C(NNC(=O)c1ccc(Oc2ccc(C3SCCS3)cc2)o1)c1ccc(Cl)cc1	15.6%	-3.1%	-1.2%	7.5%	-0.4%	-0.1%	-1.4	46	-7.7%	19.5%
